# Screening results as filed in PubChem BioAssay.
# Tau fluor cs: counter-screen for tau fibril formation inhibitors. Potency, µM (series often up to 57.7 µM), for inactives: at the highest dose activity change, negative = decrease. tau K18 P301L Alexa594 fluorescence, heparin fibrillization. AID 1463. actives 0.93% (n = 280,000); further: nearly all actives have a fitted effect of over 55% in size
#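 Human tau K18 P301L (15 uM unlabeled, 0.24 uM Alexa 594-labeled) in 100 mM sodium acetate pH 7 with 20 uM heparin, 6 hr at 37 C. ThT 30 uM added, 1 hr ambient; Alexa 594 FP and total fluorescence read at 555/632 nm.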
# ALDH1A1 inh: ALDH1A1 (human) enzyme inhibition; P00352; Purified ALDH1A1, NADH fluorescence, propionaldehyde substrate; Potency, µM (highest dose often 75.3 µM), for inactives: at the highest dose activity, negative = inhibition, actives largely listed as inhibitors; actives 7.3% (n = 220,000); AID 1030; active means well fitted inhibition curve with a large enough effect, not every such curve was filed as active; inconclusive means small, poorly fitted or top-dose-only effect, or another doubt; inactive means no such curve, though single readings can be large or run the other way;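 further: plate controls were no enzyme wells and a reference inhibitor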
# Target sequence (P00352 whole entry, looked up): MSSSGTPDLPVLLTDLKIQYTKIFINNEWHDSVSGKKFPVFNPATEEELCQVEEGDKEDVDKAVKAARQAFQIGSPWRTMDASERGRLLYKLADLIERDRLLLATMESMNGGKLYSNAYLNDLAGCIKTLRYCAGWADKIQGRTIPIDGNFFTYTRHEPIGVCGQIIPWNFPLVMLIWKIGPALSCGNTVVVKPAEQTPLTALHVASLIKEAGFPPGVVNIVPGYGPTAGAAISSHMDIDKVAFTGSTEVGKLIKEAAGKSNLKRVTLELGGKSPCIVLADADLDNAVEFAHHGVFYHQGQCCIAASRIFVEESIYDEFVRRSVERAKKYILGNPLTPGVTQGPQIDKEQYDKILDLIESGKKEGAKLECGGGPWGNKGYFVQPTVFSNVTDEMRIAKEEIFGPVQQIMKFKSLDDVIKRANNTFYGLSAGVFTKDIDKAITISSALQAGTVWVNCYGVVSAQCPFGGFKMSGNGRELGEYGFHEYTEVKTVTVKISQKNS
# Tau fibril ThT: tau fibrillization inhibition (ThT binding); P10636; recombinant tau K18 P301L (four-repeat tau fragment), heparin-induced fibrillization, ThT fluorescence; Potency, µM (top dose mostly 57.4 µM), without a hit: at the highest dose activity, negative = inhibition, most hits filed as inhibitors; actives 2.1% (n = 270,000); further: nearly all actives have a fitted effect of over 55% in size
# Target sequence (P10636 561-689 P618L limits assumed): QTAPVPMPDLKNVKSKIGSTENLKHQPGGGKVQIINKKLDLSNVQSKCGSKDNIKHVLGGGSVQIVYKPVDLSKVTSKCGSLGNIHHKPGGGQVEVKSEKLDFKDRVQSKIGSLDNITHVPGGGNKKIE
#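 Heparin-induced fibrillization of the P301L-mutant K18 repeat-domain fragment of human tau was followed by ThT binding in quantitative high-throughput format.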
# aGal spleen mod: inhibitors or activators of human alpha-galactosidase in spleen homogenate | Potency, µM (titrated, usually from 80 µM), for inactives: at the top dose activity change, negative = inhibition, most hits filed as inhibitors | P06280 | actives 0.008% (n = 240,000) | AID 2107 | human spleen homogenate, 4MU-alpha-Gal fluorescence, 40 min;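 further: 0% = enzyme with vehicle and -100% = no enzyme basal signal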
# Target sequence (P06280 32-429 limits assumed): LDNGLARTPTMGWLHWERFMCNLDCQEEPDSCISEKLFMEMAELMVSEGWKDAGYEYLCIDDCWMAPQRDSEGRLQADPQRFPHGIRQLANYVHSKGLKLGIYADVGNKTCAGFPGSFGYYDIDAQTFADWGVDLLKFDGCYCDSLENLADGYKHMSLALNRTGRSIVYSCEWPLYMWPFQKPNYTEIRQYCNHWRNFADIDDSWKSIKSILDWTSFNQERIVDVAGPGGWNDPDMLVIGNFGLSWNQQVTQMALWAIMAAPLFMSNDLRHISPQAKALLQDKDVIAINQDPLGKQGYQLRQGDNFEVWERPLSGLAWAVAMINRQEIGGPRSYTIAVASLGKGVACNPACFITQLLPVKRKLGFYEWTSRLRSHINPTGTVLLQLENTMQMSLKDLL
#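 Human spleen homogenate (1 ug) as enzyme source, 4-methylumbelliferyl-alpha-D-galactopyranoside 1 mM final, citrate/phosphate pH 5.0 with 0.01% Tween-20. Compounds 40 min at 37C, NaOH/glycine stop; fluorescence Ex 365/Em 440, Hill-fit AC50.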
# TR SRC2 fluor cs: counter-screen for TRb-SRC2 inhibitors: fluorescence interference. AID 1479. TRb/SRC2 Texas Red total fluorescence interference. Potency, µM (highest dose often 106 µM), inactives show at the top dose fluorescence change, negative = quenching. actives 0.29% (n = 280,000); active means well fitted curve in either direction with a large enough effect; inconclusive means small, poorly fitted or top-dose-only effect
#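 Human TRβ ligand-binding domain (0.6 uM) and Texas Red SRC2 peptide (20 nM) in Tris buffer with 1 uM T3 and 5% DMSO were incubated with pinned compound for 5 hr at ambient temperature. Total fluorescence was computed as S + 2P (555/632 nm).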
# Tau fibril FP: blocks human tau fibril formation measured by polarization. K18 P301L tau heparin fibrillization, Alexa594 FP, 6 h. Potency, µM (doses to about 57.7 µM), for the others: top-dose activity, negative = inhibition, usual class: inhibitors. actives 0.39% (n = 280,000). AID 1468; further: nearly all actives have a fitted effect of over 55% in size
#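 Recombinant K18 P301L […], labeled with Alexa 594 at 0.24 uM over 15 uM unlabeled; heparin inducer 20 uM final; 37 C, 6 hr; FP endpoint.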
# TRb-SRC2 inh: disrupts binding of human TR beta to SRC2; P10828; TRbeta-SRC2 peptide binding, fluorescence polarization; receptor liganded with 1 µM T3; Potency, µM (top dose mostly 106 µM), without a hit: top-dose activity change, negative = inhibition, usual class: inhibitors; actives 0.065% (n = 280,000); AID 1469;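 further: plate controls were bound peptide for no effect and peptide without receptor for full effect; nearly all actives have a fitted effect of over 50% in size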
#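 Decrease in fluorescence polarization of 20 nM Texas Red SRC2 coactivator peptide flagged inhibition of its binding to 0.6 uM TRb LBD; 1 uM T3 included, incubation 5 hr, ex 555/em 632 nm.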
# L3MBTL1 inh: inhibitors of human L3MBTL1 | actives 0.66% (n = 230,000) | Q9Y468 | Potency, µM (series often up to 57.1 µM), inactives show at the top dose activity, negative = inhibition, hits mostly inhibitors | AlphaScreen L3MBTL1–H3K9me1 peptide binding | AID 485360; further: nearly all actives have a fitted effect of over 60% in size
#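 AlphaScreen assay: L3MBTL1 (50 nM final) was preincubated 30 min at room temperature with biotinylated H3(1-15)K9me1 peptide (75 nM final), then 30 min with library compounds; streptavidin donor and nickel chelate acceptor beads (10 ug/mL final) added, 30 min dark.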
# * = called active by the depositor; ? = inconclusive; . = no result given; & = joins results of further samples; [ ] = another dose, or the depositor's remark. Unless noted, the call rests on the fitted dose curve; in most records, active means well fitted curve in the direction sought with a large enough effect; inconclusive means small, poorly fitted or top-dose-only effect, or another doubt; inactive means no such curve, though single readings can be large; an effect the other way counts as inactive or inconclusive. Unless noted, on the % scale 0 is the no-effect control and ±100 the full control effect; potency means the concentration at half of the fitted maximal effect. Rows were taken by chance; about 8.5% have a hit in one of these screens.
Structure | Tau fluor cs | ALDH1A1 inh | Tau fibril ThT | aGal spleen mod | TR SRC2 fluor cs | Tau fibril FP | TRb-SRC2 inh | L3MBTL1 inh
O=C(NNC(=O)C1C2CCC(C2)C1C(=O)O)c1ccc(Cl)cc1 (centres undefined) | -5% | ? | ? | 1% | -1% | 15% | -3% | 10%
C=CCn1c(=S)[nH]c2ccccc2c1=O | -3% | -1% | -6% | -7% | -8% | -2% | -7% | 7%
O=C(Cn1cc(S(=O)(=O)Cc2ccccc2F)c2ccccc21)Nc1ccc(F)c(Cl)c1 | ? | . | 3% | . | -10% | ? | 9% | .
CCCCC(CCC(=O)O)(C(=O)OCC)c1csc(Nc2ccccc2)n1 (centres undefined) | -3% | 4% | -17% | 0% | 0% | 4% | -4% | -10%
CCOc1cc(CNc2ccc(O)cc2)cc(Cl)c1OCc1ccccc1 | 16µM*[quencher] | . | ? | . | ? | -8% | ? | .
CCOc1ccc(NC(=O)CCC(=O)NNC(=O)COc2ccc(C)cc2)cc1 | 16% | 12% | 6% | 4% | -4% | -1% | 4% | -1%
O=C(NNC(=O)C1CC(c2cccnc2)=NO1)Nc1cccc(F)c1 (centres undefined) | 2% | 6% | -2% | -6% | -3% | 6% | -3% | 8%
CC(=O)Nc1ccccc1C(=O)C(=O)Nc1ccc(C)c(C)c1 | -2% | -9% | 2% | 5% | -1% | 2% | 6% | 4%
Cn1ccnc1SCC(=O)NC1CCCCC1 | 5% | 0% | 13% | 0% | 3% | -9% | -15% | 45%[activator]
CCOC(=O)C1C(C(=O)NN)C1C(=O)Nc1ccccc1 (centres undefined) | 4% | -5% | 3% | 12% | -5% | -1% | -7% | -17%
O=C(NCCO)c1ccc(-c2nnc(Nc3ccc(OC(F)(F)Cl)cc3)c3ccccc23)cc1 | ? | . | -4% | . | 4% | ? | -5% | .
CCOC(=O)C1CCCN(/C=C2\SC(=S)N(CC)C2=O)C1 (centres undefined) | -2% | . | -1% | 8% | 0% | 10% | -1% | -15%
CCOc1ccc2nc(NC(=O)CSc3nc(SC)ns3)sc2c1 | ? | 5% | ? | 16% | 0% | -13% | -16% | -1%
Cc1cc(-n2cnc(-c3cn[nH]c3C)n2)no1 | 4% | . | -5% | 1% | -1% | 1% | 1% | 16%
COc1ccc(N2CC(C(=O)O)CC2=O)cc1 (centres undefined) | 7% | 8% | -2% | -3% | 0% | 4% | 2% | 5%
O=c1[nH]c(-c2ccc3c(c2)OCO3)nc2c1sc(=S)n2-c1ccccc1 | 2% | -11% | -4% | 1% | 2% | 1% | 8% | 16%
CC(=O)Nc1ccccc1NC(=O)C/C(C)=N/NC(=O)c1ccccn1 | 9% | 2% | -6% | 1% | 0% | 2% | -10% | -3%
Cc1cc(=O)n(C(NC(=O)c2ccccc2)C(=O)c2ccccc2)cn1 (centres undefined) | -9% | -5% | ? | ? | -2% | -3% | -12% | 8%
O=C(Nc1ccccc1C(F)(F)F)c1cc(S(=O)(=O)N2CCOCC2)ccc1F | -1% | 9% | -8% | 4% | -1% | 4% | -1% | 0%
Cc1ccc(C)c(NC(=O)Cn2c(=O)ccc3cc(S(=O)(=O)N4CCCC4)ccc32)c1 | -7% | . | -17% | . | -5% | 9% | -6% | .
Cc1ccc(C)c(S(=O)(=O)NCCOc2nc(NC(C)C)nc(NC(C)C)n2)c1 | -11% | 14% | -11% | -6% | 1% | 4% | 4% | .
CCOC(=O)c1cc(-c2ccccc2)sc1NC(=O)C(C)OC(=O)c1cccc(S(=O)(=O)N(C)C)c1 (centres undefined) | -6% | -10% | 2% | -2% | 2% | -13% | -6% | -3%
CCN(c1ccc(OC)cc1)S(=O)(=O)c1ccc2[nH]c(=O)ccc2c1 | -25% | . | ? | . | 1% | -11% | -4% | .
O=C(Nc1ccc(F)cc1)Nc1ccc(Cl)cn1 | 0% | 3% | 13% | 5% | 0% | -4% | -9% | .
COc1ccc(S(=O)(=O)N2CCN(CCC(=O)Nc3ccc(F)cc3)CC2)cc1 | -13% | ? | 1% | -6% | 0% | 1% | 3% | 0%
CCN1CCOC(CC(=O)Nc2cccc([N+](=O)[O-])c2)C1=O (centres undefined) | ? | . | ? | -4% | 1% | -6% | -1% | 0%
CC(C)C[C@H](NC(=O)N1CCCCCC1)C(=O)O | -4% | . | -4% | 4% | -2% | 2% | -1% | -2%
COc1ccc(-c2nnc(SCC(=O)N(C)Cc3ccccc3)o2)cc1OC | -22% | . | 10% | . | -1% | ? | -1% | .
COc1ccc(NC(=O)Nc2nnc(CC(=O)Nc3ccccc3)s2)cc1 | -26% | . | . | -18% | -1% | 1% | -3% | .
O=C1C(Cc2cccc([N+](=O)[O-])c2)S/C(=N/N=C/c2ccco2)N1c1ccccc1 (centres undefined) | -12% | ? | 5% | -1% | 0% | -10% | -1% | -12%
CC(C(=O)Nc1ccc2c(c1)OCO2)N(c1ccc(Cl)cc1)S(C)(=O)=O (centres undefined) | -12% | 14% | -3% | 1% | -5% | -9% | -4% | .
COc1ccc(NC(=O)CCS(=O)(=O)c2nc(-c3ccc4c(c3)OCO4)cc(C(F)(F)F)n2)c(OC)c1 | -22% | . | -12% | . | -3% | 8% | 7% | .
CC(=O)Nc1ccc(NC(=O)CSc2nccn2Cc2ccc3c(c2)OCO3)cc1 | -3% | . | -2% | . | -10% | 2% | 2% | .
O=C1c2oc3ccccc3c(=O)c2C(c2cccc(O)c2)N1c1ccccn1 (centres undefined) | -13% | ? | -14% | 0% | -3% | 1% | -10% | .
CCOC(=O)N1CCN(C(=O)CSc2nnc(C3COc4ccccc4O3)o2)CC1 (centres undefined) | -11% | 32µM* | ? | 2% | 0% | 3% | -3% | .
COC(=O)/C=C(\C)N=Nc1c(O)[nH]c2ccccc12 | -20% | . | 11µM* | 1% | -9% | -6% | 12% | -4%
CN1CCN(C(=O)C2=C[C@H](c3coc4ccccc4c3=O)C[C@H](OCCCCO)O2)CC1 | -15% | 8% | -13% | 5% | -3% | 1% | -4% | 1%
COc1ccc(C2c3ccc(O)cc3Oc3ncn(Cc4ccco4)c(=N)c32)cc1 (centres undefined) | -9% | . | 3% | 0% | 2% | 1% | 2% | 3%
Cc1ccc(-c2nc3c(c(SCC(=O)Nc4cccc(C(=O)O)c4)n2)Cc2cccc(C)c2O3)cc1 | -3% | . | 5% | . | -3% | -4% | 1% | 5.6µM*
Cc1cccc(OC(C)C(=O)N2CCC(c3nc4ccccc4o3)CC2)c1C (centres undefined) | 0% | . | -12% | . | -13% | 11% | 0% | .
C=CCn1c(O)c(CN2CCOCC2)c(C)c(C#N)c1=O | -24% | -6% | ? | -4% | 1% | ? | 4% | -1%
Cn1c(C(=O)NCCc2ccccc2)cc2cc(S(=O)(=O)N3CCCCC3)ccc21 | -17% | . | -4% | . | 0% | 5% | 6% | .
COc1ccc(N2CCN(CCCNC(=O)c3nnc(Cc4ccccc4Cl)o3)CC2)cc1 | -20% | . | ? | . | 0% | 7% | 8% | .
O=C(NCC1CCCO1)[C@@H]1CSC2c3ccccc3C(=O)N21 (some centres undefined) | -14% | -11% | ? | 2% | -8% | ? | 0% | 21%
O=C(OCn1nnc2ccccc2c1=O)c1ccc2c(=O)n3c(nc2c1)CCC3 | 1% | -11% | -1% | 2% | 0% | -2% | 0% | -3%
Cc1ccc(NC(=S)N(CCCN2CCN(C)CC2)Cc2cccs2)cc1C | -1% | 0% | -3% | -5% | 0% | 4% | -1% | ?
CC12CCC(c3nnc(SCc4ccc(Cl)cc4)nc31)C2(C)C (centres undefined) | -11% | -5% | -10% | 1% | 2% | -4% | 8% | 25%
Cc1ccc(O)c(C2=Nc3ccccc3N=C(c3cccc(F)c3)C2)c1 | ? | . | ? | . | ? | -10% | 0% | .
Cc1ccccc1N1CCN(C(=O)CCN2C(=O)c3ccccc3C2=O)CC1 | -3% | 0% | -12% | 2% | -3% | -1% | -1% | 1%
CC(=O)Cn1nnc2sc(-c3ccccc3)cc2c1=O | -20%&-24% | ? | ? | 15% | 1%&-2% | 4%&5% | -4%&-6% | .
COc1ccc(NC(=O)C2CCN(c3nc4ccccc4[nH]3)CC2)cc1OC | -5% | . | -9% | . | -2% | 7% | -6% | .
O=C(O)c1cccc(CSc2n[nH]c(-c3ccc(Cl)cc3Cl)n2)c1 | 0% | 2% | -2% | -7% | 0% | 5% | 2% | 0%
CS(=O)(=O)N1CCN(C(=O)CCC2CCCC2)CC1 | 0% | ? | 7% | 1% | 0% | 4% | 9% | -6%
CC1=NN(/C(=N\c2nnc(C)s2)Nc2ccc(C(C)(C)C)cc2)[C@H](c2ccc(C)cc2)S1 | -2% | ? | -14% | 6% | 1% | 1% | 3% | -10%
CCCSc1ncc(Cl)c(C(=O)Nc2c(C(=O)Nc3ccccc3)oc3ccccc23)n1 | -16% | . | -5% | . | -2% | -14% | 0% | .
S=c1[nH]nc(CSc2nc3ccccc3s2)n1C1CCCCC1 | ? | 3.2µM* | -17% | 8% | -1% | 8% | -21% | -8%
COc1cc2nc(N(C)C)nc(N)c2cc1OC | -9% | 6% | -14% | ? | 0% | -5% | -6% | 0%
COc1cccc(-n2nc(C(=O)Nc3ccc4c(c3)OCO4)c3ccccc3c2=O)c1 | ? | 13% | -2% | 14% | 3% | -2% | -10% | -1%

# Of the compounds above, 3 contain a thiophene ring, fused or not.
Structure | Tau fluor cs | ALDH1A1 inh | Tau fibril ThT | aGal spleen mod | TR SRC2 fluor cs | Tau fibril FP | TRb-SRC2 inh | L3MBTL1 inh
CCOC(=O)c1cc(-c2ccccc2)sc1NC(=O)C(C)OC(=O)c1cccc(S(=O)(=O)N(C)C)c1 (centres undefined) | -6% | -10% | 2% | -2% | 2% | -13% | -6% | -3%
Cc1ccc(NC(=S)N(CCCN2CCN(C)CC2)Cc2cccs2)cc1C | -1% | 0% | -3% | -5% | 0% | 4% | -1% | ?
CC(=O)Cn1nnc2sc(-c3ccccc3)cc2c1=O | -20%&-24% | ? | ? | 15% | 1%&-2% | 4%&5% | -4%&-6% | .
